ATG4B inhibitor: blocks human ATG4B protease cleavage of LC3 substrate; Q9Y4P1; ATG4B cleavage of LC3-PLA2, NBD-HPC fluorescence, 1 h; inhibition, % at 8.33 µM; 0.51% of 340,000 active; AID 504462; in the data active = inhibition above about 40%
mIAP act: mouse IAP activation. muIAP, CDP-Star luminescence, 30 min; stronger effect = higher value; 1 = vehicle-only enzyme signal, 0 = enzyme-free wells. activation factor at 10 µM. 0.24% of 330,000 active. AID 2805;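 active = activation factor of at least 2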; also: the source names both 10 and 20 µM as test concentration; values of inactives mirror those of a sister screen read the other way
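Assay system: mouse IAP enzyme / Compound: DMSO-dissolved test compounds / Timing: 30 min, room temperature / Measured by: luminescence from enzymatic CDP-Star hydrolysis / Control set: DMSO-only wells, enzyme-free buffer wells as negative control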
hIAP block: human IAP inhibition; P09923; purified IAP, CDP-Star luminescence, 30 min; inhibition, % at 10 µM; 0.12% of 330,000 active; AID 2544;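 active = inhibition reaching a set limit with compound at 10 µM in the primary screen, cut at about 35% in these data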;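 also: plate controls were DMSO wells with enzyme for no effect and no-enzyme buffer wells for full effect; values of inactives mirror those of a sister screen read the other way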
hIAP act: human IAP activation. purified human IAP, CDP-Star luminescence, 30 min; stronger effect = higher value; 1 = vehicle-only enzyme, 0 = enzyme-free background. activation factor at 10 µM. 0.16% of 330,000 active. AID 2524. P09923;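 active = activation factor of the enzyme at least 2-fold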; also: the source names both 10 and 20 µM as test concentration; values of inactives mirror those of a sister screen read the other way
PfGluPho inh: PfG6PD (Plasmodium falciparum) enzyme inhibition. 0.78% of 350,000 active. inhibition, % at 20 µM. AID 504690. PfGluPho enzyme, NADPH resazurin-diaphorase fluorescence;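 active = inhibition reaching at least a set limit at 20 µM in the primary screen, cut at about 59% in these data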;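 also: 0% = DMSO wells with substrate and 100% = DMSO wells lacking glucose-6-phosphate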
HKDC1 inh: blocks human hexokinase HKDC1 activity; Q2TB90; recombinant HKDC1, G6PDH/diaphorase resazurin coupled fluorescence; inhibition, % at 20 µM; 0.16% of 340,000 active;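 active = inhibition above about 35% when tested at 20 µM, limit read from the data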;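 also: plate controls were DMSO wells with enzyme for no effect and DMSO wells lacking enzyme for full effect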
Target sequence (Q2TB90 whole entry, looked up): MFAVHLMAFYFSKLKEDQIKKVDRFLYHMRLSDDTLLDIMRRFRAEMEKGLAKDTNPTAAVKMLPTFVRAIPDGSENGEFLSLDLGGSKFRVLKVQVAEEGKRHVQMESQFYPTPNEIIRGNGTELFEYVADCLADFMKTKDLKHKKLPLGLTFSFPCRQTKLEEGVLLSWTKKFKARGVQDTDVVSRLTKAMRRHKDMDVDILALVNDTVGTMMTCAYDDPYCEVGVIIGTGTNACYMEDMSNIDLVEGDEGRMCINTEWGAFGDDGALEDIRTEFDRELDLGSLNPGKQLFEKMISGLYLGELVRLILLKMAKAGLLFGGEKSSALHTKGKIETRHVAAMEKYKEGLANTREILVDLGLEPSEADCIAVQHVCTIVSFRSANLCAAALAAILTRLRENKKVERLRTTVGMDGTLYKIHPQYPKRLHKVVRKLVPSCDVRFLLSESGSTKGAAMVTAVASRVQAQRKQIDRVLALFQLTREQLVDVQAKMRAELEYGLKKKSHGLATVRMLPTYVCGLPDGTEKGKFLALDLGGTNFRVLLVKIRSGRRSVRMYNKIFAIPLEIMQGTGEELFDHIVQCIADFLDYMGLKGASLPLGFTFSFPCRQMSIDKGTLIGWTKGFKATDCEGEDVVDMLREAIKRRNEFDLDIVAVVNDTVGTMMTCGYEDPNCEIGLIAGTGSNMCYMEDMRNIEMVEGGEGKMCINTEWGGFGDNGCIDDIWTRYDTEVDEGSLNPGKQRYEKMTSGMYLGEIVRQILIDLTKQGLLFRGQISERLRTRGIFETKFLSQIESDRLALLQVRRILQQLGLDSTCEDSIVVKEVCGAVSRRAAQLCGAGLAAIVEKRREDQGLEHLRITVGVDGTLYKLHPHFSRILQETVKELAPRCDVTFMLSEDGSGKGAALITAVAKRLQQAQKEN
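Assay system: in-house recombinant HK5 (HKDC1) enzyme. Input: HKDC1 at 5 µg/mL. Medium: Tris pH 8.0 buffer with MgCl2, Tween-20, BSA, BME. Dosing: single 20 µM dose. Schedule: 90 min reaction incubation at room temperature, dark. Signal: resazurin-to-resorufin fluorescence via G6PDH and diaphorase coupling, 525/613 nm. Controls: DMSO-enzyme wells negative, buffer-substituted wells positive.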
APOBEC3A inh: human APOBEC3A DNA deaminase inhibition | 0.41% of 330,000 active | inhibition, % at 20 µM | recombinant A3A, FAM/TAMRA ssDNA deamination fluorescence;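 active = at least 40% inhibition at 20 µM here, with at most 30% in a related deaminase screen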;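 also: plate controls were A3A with DMSO for no effect and wells lacking A3A enzyme for full effect; some results filed as inactive read as strong as hits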
mIAP block: blocks mouse intestinal alkaline phosphatase. purified mouse IAP, CDP-Star luminescence, 30 min. inhibition, % at 10 µM. 0.2% of 330,000 active. AID 2806;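 active = inhibition of at least 40% at 10 µM in the primary screen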;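 also: plate controls were DMSO with enzyme for no effect and no enzyme wells for full effect; values of inactives mirror those of a sister screen read the other way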
* = called active by the depositor.

canonical_smiles,ATG4B inhibitor,mIAP act,hIAP block,hIAP act,PfGluPho inh,HKDC1 inh,APOBEC3A inh,mIAP block
O=C(CN1CCC(n2nnc3cc(C(F)(F)F)ccc32)CC1)Nc1ccc2c(c1)CCC2,4,0.99,-8,1.1,18,-4,-11,1
CC(Sc1nc(-c2ccccc2)cc(C(F)(F)F)n1)C(=O)Nc1sc2c(c1C(N)=O)CCC2 (configuration not stated),-3,0.84,22,0.79,-6,0,-1,16
Cc1ccc(NS(=O)(=O)c2ccc3c(c2)n(C)c(=O)n3C)c(C)c1,-21,1,-17,1.2,-9,0,0,-1
C=CCN=c1scc(C)n1/N=C/c1ccc(O)c(O)c1,-2,0.84,20,0.8,1,-3,-5,16
CN(C(=O)Nc1cnc2ccccc2c1)c1ccccc1,-2,0.97,1,0.99,8,-8,2,2
Cc1ccc(CNC(=O)CSc2nc3c(sc4ccccc43)c(=O)n2CCCN2CCCC2)cc1,-8,0.78,-4,1,20,1,4,22
CCCC(=O)Nc1nc2ccc(NC(=O)c3ccc(Br)o3)cc2s1,-12,0.94,1,0.99,-8,0,-4,6
CCc1sc(C(=O)N2CCN(c3ncccn3)CC2)cc1Br,-1,0.92,-1,1,7,4,-2,8
CCOc1cccc(OCCOCCN(C)C)c1,3,0.97,2,0.98,-18,-7,-2,3
Cn1c(=O)n(C)c2cc(/C=N/N=C3/NC(=O)C(CC(=O)O)S3)ccc21 (configuration not stated),2,0.79,-4,1,17,-9,8,21
O=C(CSc1nc(-c2ccccc2)c(-c2ccccc2)[nH]1)Nc1ccc2c(c1)OCO2,11,1,3,0.97,39,-7,3,-2
CCOCCn1c(SCc2c(F)cccc2Cl)nc2c1c(=O)[nH]c(=O)n2C,-4,0.94,27,0.73,-6,12,-2,6
CCCc1cc(=O)oc2c(C)c(OCc3nn[nH]n3)ccc12,-1,1,-4,1,-31,3,0,0
CCOC(=O)CC(N)c1ccc2c(c1)OCO2 (configuration not stated),2,1,9,0.91,-6,1,-1,-1
CC(C)Cc1nc2ccccc2n1CCc1ccccc1,4,1.2,9,0.91,-1,-8,3,-16
CCCOC1CCCN(C(=O)c2cc(COc3ccc(-n4cncn4)cc3)on2)C1 (configuration not stated),15,0.95,-10,1.1,7,-1,-2,5
CCOC(=O)C(=CNc1nc(-c2ccc3ccccc3c2)cs1)C(=O)OCC,4,0.95,2,0.98,2,0,-2,5
COc1ccc(C(=O)Nc2ccc(N3CCCC3)cc2)cc1,-3,0.8,6,0.94,15,-2,-1,20
Cc1cccc(NC(=O)c2nc[nH]c2C(=O)NCC(=O)OCc2ccccc2)c1,-5,0.83,-9,1.1,-20,1,1,17
CC(C)NC[C@@H](O)COc1ccc(CC(N)=O)cc1,1,0.93,4,0.96,-17,-4,-6,8

canonical_smiles,ATG4B inhibitor,mIAP act,hIAP block,hIAP act,PfGluPho inh,HKDC1 inh,APOBEC3A inh,mIAP block
CN1CCN(C(=O)c2ccc(-c3nn(C)c(=O)c4ccccc34)cc2)CC1,0,1,-4,1,-9,1,2,0
CCN(CC(=O)NC1CCS(=O)(=O)C1)c1ccc(S(=O)(=O)N(CC)CC)cc1[N+](=O)[O-] (configuration not stated),-5,1,-5,1.1,6,2,0,0
COC(=O)N/N=C/c1ccc(-c2ccc(Cl)cc2Cl)o1,8,1,2,0.98,-4,2,-1,-4
O=C(Nc1ccc(-c2nc3cccnc3s2)cc1)C1CCCO1 (configuration not stated),-7,1,0,1,6,5,3,-4
O=C1OCCN1C(=O)[C@H]1[C@H](c2ccc(Cl)cc2)C(c2cccc(Cl)c2)=NN1c1ccccc1,-5,1.1,-14,1.1,20,9,1,-11
Cc1ccc(-n2c(N)c(C(=O)N3CCN(C)CC3)sc2=S)cc1,-4,0.89,-3,1,79*,-15,-1,11
O=C(Nc1ccon1)Nc1ccc(Cl)cc1Cl,-9,1.1,13,0.87,11,-2,1,-13
CCCCCC[n+]1c(-c2ccccc2)csc1Nc1ccccc1,-2,1.1,2,0.98,30,1,3,-9
COc1ccccc1N(C(=O)CNC(=O)c1ccco1)C(C(=O)NC1CCCC1)c1ccncc1 (configuration not stated),12,1.1,-3,1,5,-3,0,-8
O=C1COc2ccc(C(=O)COC(=O)c3ccc(Cl)cc3[N+](=O)[O-])cc2N1,5,0.95,14,0.86,13,0,12,5
CC1(C)CC(=O)C(C(c2ccccc2F)C2C(=O)CC(C)(C)CC2=O)C(=O)C1,-7,1,-1,1,10,0,0,0
CCc1ccccc1NC(=O)Cc1ccc(-n2cccc2)cc1,4,1.1,-2,1,1,-4,3,-6
CCc1ccccc1NC(=O)c1ccc(F)c(S(=O)(=O)N2CCC(C(N)=O)CC2)c1,11,1,1,0.99,1,-4,5,-1
Cc1ccc(CN(C)C(=O)CCc2c[nH]c3ccccc23)o1,3,0.97,6,0.94,-11,-2,-6,3
CC(=O)Oc1ccc(/C(C)=N/N2CCN(Cc3ccc(C)cc3)CC2)cc1,-4,1,-11,1.1,-3,-10,-8,0
C=C(C)C1CC=C(C)/C(=N\NC(=O)CNc2cccc3ccccc23)C1 (configuration not stated),-5,0.85,14,0.86,2,2,0,14
CCN1C(=O)/C(=C\c2cn(CCC#N)nc2-c2ccc(F)cc2)SC1=S,-6,0.91,-18,1.2,45,19,-3,9
CCC(C)NC(=O)Cn1cnc2sc(C)c(S(=O)(=O)N3CCN(c4ncccn4)CC3)c2c1=O (configuration not stated),-8,1,-9,1.1,-12,-4,0,-1
Cc1ccc(NC(=S)N2CCN(c3ccccc3F)CC2)c(C)c1,1,1,-31,1.3,-17,4,0,0
COC(=O)N/N=C/c1ccc(-c2ccc(C)c(Cl)c2)o1,4,1,24,0.76,-3,15,-2,-1

canonical_smiles,ATG4B inhibitor,mIAP act,hIAP block,hIAP act,PfGluPho inh,HKDC1 inh,APOBEC3A inh,mIAP block
NS(=O)(=O)c1ccc(NC(=O)COC(=O)c2cnccn2)cc1,-11,0.75,1,0.99,12,-9,2,25
Cc1ccc(NC(=O)Nc2nnc(-c3ccncc3)s2)cc1,-7,1,6,0.94,25,-5,-5,-4
Cc1ccc(C)c(OCCC(=O)OCC(=O)Nc2ccc(N3CCOCC3)cc2)c1,0,1.1,-11,1.1,7,6,0,-8
CCN(CC(=O)Nc1ccc(OC)cc1)C(=O)CSCC(=O)Nc1cc(C)on1,1,1,5,0.95,-7,-1,-1,-4
O=S(=O)(NC1CCCC1)c1ccc(-n2cnnn2)cc1,-1,0.95,23,0.77,-9,-5,-5,5
CCOc1ccccc1C(=O)OCC(=O)Nc1cc(Cl)ccc1Oc1ccccc1,-7,0.99,0,1,-4,6,1,1
COc1ccc(NCc2cc3ccccc3[nH]c2=O)cc1,-4,0.9,9,0.91,25,4,-3,10
O=C(Cn1nc(C(=O)O)c2ccccc2c1=O)Nc1ccc(F)cc1F,-7,1.1,-12,1.1,-1,0,0,-12
O=C(NCc1ccccc1)C1CCN(S(=O)(=O)N2CCOCC2)CC1,9,0.99,11,0.89,-15,-9,0,0
Cn1c(-c2cc(Br)ccc2O)n[nH]c1=S,5,0.85,8,0.92,27,4,-5,15
O=C(NCC(O)CO)c1ccc2[nH]c3ccccc3c2c1 (configuration not stated),-7,0.95,3,0.97,-5,-2,0,5
O=C(c1ccccc1OC(F)F)N1CCN(S(=O)(=O)c2ccc3c(c2)OCCCO3)CC1,-23,0.97,1,0.99,-13,-1,-3,3
CSc1ccccc1C(=O)N1CCCC(CNC(=O)c2ccc(F)cc2)C1 (configuration not stated),0,1.1,0,1,-7,-3,-2,-5
CCOc1ccc2nc(SC3CC(=O)N(c4ccc(OC)cc4OC)C3=O)sc2c1 (configuration not stated),-8,0.86,8,0.92,-11,18,1,14
Cc1cc(C)c2cc(CN(Cc3ccco3)C(=S)NCC3CCCO3)c(=O)[nH]c2c1 (configuration not stated),2,0.91,1,0.99,39,5,11,9
COC(=O)c1cc(OC)c(OC)cc1NCC(=O)Nc1cccc(C(F)(F)F)c1,-13,0.94,-15,1.2,24,-4,-6,6
COc1cc(NC(=O)c2c(F)c(F)c(OC)c(F)c2F)ccc1NC(=O)c1cccs1,11,1,15,0.85,-1,-1,-2,-1
O=C(c1ccc(N2C(=O)C3C4CC(C(Br)C4Br)C3C2=O)cc1)N1CCCCC1 (configuration not stated),7,0.99,-4,1,-3,-3,1,1
O=C(CSc1nnc(-c2cccnc2)n1Cc1ccccc1)NCc1ccccc1,-16,0.95,6,0.94,-6,2,0,5
CCc1ccc(C(=O)/C=C/c2cnn(C)c2C)s1,-1,1.1,2,0.98,59*,-3,-3,-14

canonical_smiles,ATG4B inhibitor,mIAP act,hIAP block,hIAP act,PfGluPho inh,HKDC1 inh,APOBEC3A inh,mIAP block
Cc1oc(C)c(C(=O)O)c1COc1ccc(C(=O)O)cc1,6,1.1,6,0.94,-16,0,5,-6
CCOC(=O)c1ccc(NC(=O)CCc2c(C)nc3ncnn3c2C)cc1,-9,1,-22,1.2,3,-3,-3,0
CN(CCc1ccccc1)C(=O)c1ccc(NC(=O)Cc2ccc([N+](=O)[O-])cc2)cc1,-7,0.92,0,1,7,1,2,8
OC1CN=C2Sc3ccccc3N2C1 (configuration not stated),-8,0.99,-142,2.4*,-20,-8,1,1
CCc1cc(=O)oc2cc(OCC(=O)NCCCn3ccnc3)c(Cl)cc12,5,1,-10,1.1,-7,-5,-4,-1
COc1cc2c(cc1OC)C(COc1ccccc1OC)N(C(C)=O)CC2 (configuration not stated),-8,0.95,-10,1.1,-2,-5,-3,4

Entries above marked active in PfGluPho inh.
canonical_smiles,ATG4B inhibitor,mIAP act,hIAP block,hIAP act,PfGluPho inh,HKDC1 inh,APOBEC3A inh,mIAP block
Cc1ccc(-n2c(N)c(C(=O)N3CCN(C)CC3)sc2=S)cc1,-4,0.89,-3,1,79*,-15,-1,11
CCc1ccc(C(=O)/C=C/c2cnn(C)c2C)s1,-1,1.1,2,0.98,59*,-3,-3,-14
